Screening results from PubChem BioAssay.
SIAE inh – human SIAE inhibitors, primary screen, biochemical, fluorescence polarization, FP-Rh probe, 1536-well HTS; Sialate O-acetylesterase (Homo sapiens), Q9HAT2; SIAE FP-Rh probe binding; AID 1053197, 2014; hit rate 0.69% among 370,000; inhibition, % at 9.66 µM;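 active means inhibition above a cutoff: mean of compounds within the control limits plus 3 SD of those, cut at about 17% in these data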;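 further: 0% = plate median of compound wells and 100% = probe without SIAE protein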
UHRF1 binding – UHRF1 methylated DNA binding inhibitors, primary screen, counter-screen for MBD2 inhibitor project, biochemical, TR-FRET, human UHRF1, single concentration. E3 ubiquitin-protein ligase UHRF1 (Homo sapiens), Q96T88. UHRF1 binding to methylated oligo. inhibition, % at 4.4 µM. hit rate 0.75% among 370,000; in the data active means inhibition above about 21%;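 further: UHRF1 SRA domain binding a hemimethylated CpG hairpin DNA probe; 0% = median of test compound wells and 100% = reference inhibitor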
TDP2 absorb – human TDP2 enzyme inhibitors, primary screen, biochemical, epi absorbance, recombinant enzyme | inhibition, % at 12.8 µM | T5PNP hydrolysis, p-nitrophenol absorbance 415 nm | hit rate 0.34% among 370,000 | Tyrosyl-DNA phosphodiesterase 2 (Homo sapiens), O95551;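 active means inhibition above the mean of all tested compounds plus 3 SD, set per campaign, cut at about 25% in these data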;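 further: 0% = DMSO with enzyme and 100% = buffer with substrate but no TDP2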
Target sequence (O95551 whole entry, looked up): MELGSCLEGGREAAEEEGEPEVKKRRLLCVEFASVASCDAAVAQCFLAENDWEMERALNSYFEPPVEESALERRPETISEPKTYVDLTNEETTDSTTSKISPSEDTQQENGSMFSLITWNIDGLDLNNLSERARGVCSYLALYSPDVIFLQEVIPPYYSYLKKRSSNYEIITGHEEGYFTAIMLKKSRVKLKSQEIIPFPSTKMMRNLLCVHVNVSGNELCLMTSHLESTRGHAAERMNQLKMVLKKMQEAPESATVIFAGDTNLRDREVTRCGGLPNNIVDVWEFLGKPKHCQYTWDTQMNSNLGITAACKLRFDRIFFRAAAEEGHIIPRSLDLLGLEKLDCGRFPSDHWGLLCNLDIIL
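System: recombinant human TDP2 / Amount: 120 nM TDP2 per well / Also added: 5 mM T5PNP chromogenic substrate / Doses: 12.8 µM single point, 1% DMSO / Incubation: 2 h at 37 °C / Detection: p-Nitrophenol epi absorbance / Evaluation: % inhibition relative to enzyme-containing and enzyme-free wells / Repeats: singlicate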
HTRA1 inh – HTRA1 serine protease inhibitors, primary screen, biochemical, fluorescence polarization, HTS; recombinant HTRA1, FP-rhodamine activity-based probe; Q92743; inhibition, % at 5.96 µM; hit rate 0.5% among 340,000; AID 504803, 2011; in the data active means inhibition above about 36%;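 further: 0% = enzyme with DMSO and 100% = wells lacking enzyme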
Target sequence (Q92743 whole entry, looked up): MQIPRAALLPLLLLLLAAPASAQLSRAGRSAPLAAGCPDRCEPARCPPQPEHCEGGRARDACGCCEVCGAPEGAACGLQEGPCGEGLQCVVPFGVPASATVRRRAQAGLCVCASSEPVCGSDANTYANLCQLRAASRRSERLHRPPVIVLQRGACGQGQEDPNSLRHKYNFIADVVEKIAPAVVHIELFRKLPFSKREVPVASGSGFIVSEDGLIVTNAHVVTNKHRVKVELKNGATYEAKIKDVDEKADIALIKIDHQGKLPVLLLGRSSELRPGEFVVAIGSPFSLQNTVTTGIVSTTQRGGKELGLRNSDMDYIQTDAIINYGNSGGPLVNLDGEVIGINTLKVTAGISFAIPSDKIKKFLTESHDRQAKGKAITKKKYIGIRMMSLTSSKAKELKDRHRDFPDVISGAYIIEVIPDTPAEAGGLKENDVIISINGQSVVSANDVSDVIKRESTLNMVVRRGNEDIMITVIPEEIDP
DDE Tn7 FP inh – inhibitors of Tn7 peptide binding to fibrin DD(E), primary screen, biochemical, fluorescence polarization, human fibrin, Tn7 probe | inhibition, % at 8.3 µM | hit rate 0.13% among 370,000 | FP displacement of FITC-Tn7 peptide from fibrin DD(E); 0% = median of compound wells per plate;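 active means inhibition above the mean of compounds falling within the control limits plus 3 SD of them, cut at about 14% in these data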;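 further: 0% = plate median of compound wells and 100% = 10 µM Aha-Tn7 peptide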
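System: human fibrin DD(E); quantity: Fibrin-DD(E) at 2 µM final; also added: fluorescent Tn7 probe at 0.1 µM; compound dosing: single nominal test concentration of 8.3 µM per compound; schedule: 10 min preincubation, 3 h with tracer, room temperature; detection: fluorescence polarization of the labelled Tn7 tracer; repeats: one replicate per compound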
PG9 Ab binder – binders of HIV-1 gp120 antibody PG9, primary screen, biochemical, TR-FRET; TR-FRET gp120-PG9 antibody binding; inhibition, % at 6.7 µM; hit rate 0.43% among 360,000; AID 624416, 2012; in the data active means inhibition above about 8.5%
ABHD4 inh – ABHD4 inhibitors, primary screen, biochemical, fluorescence polarization, mouse. (Lyso)-N-acylphosphatidylethanolamine lipase (Mus musculus), Q8VD66. purified mABHD4, FP-Rh probe fluorescence polarization. inhibition, % at 8.92 µM. hit rate 0.54% among 370,000;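 active means inhibition exceeding the mean over every tested compound plus 3 SD, cut at about 30% in these data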;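 further: 0% = plate median of compound wells and 100% = S159A mutant with DMSO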
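Test system: mABHD4 protein; Read-out basis: % inhibition; Incubation: 45 min + 60 min at 25 °C; Repeats: single replicate; Technique: fluorescence polarization with parallel and perpendicular emission, 525/598 nm; Compound: 8.92 µM, single dose; Benchmarks: full inhibition S159A mutant plus DMSO, zero as sample-well median.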
PRMT1 FP inh – PRMT1 methyltransferase inhibitors, primary screen, biochemical, fluorescence polarization. hit rate 1.3% among 370,000. inhibition, % at 2.79 µM. recombinant PRMT1, activity-based probe fluorescence polarization. Protein arginine N-methyltransferase 1 (Homo sapiens), Q99873. AID 652257, 2013;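 active means inhibition above about 21% made by adding two undisclosed values, limit read from the data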
LEDGF integ inh – blockers of LEDGF/p75-dependent integrase strand transfer – biochemical, TR-FRET, high throughput, primary screen | HIV-1 integrase (with human LEDGF/p75) | inhibition, % at 3.7 µM | AID 743269, 2014 | TR-FRET IN-LEDGF/p75 DNA integration, Eu/Cy5 | hit rate 0.64% among 370,000;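 active means inhibition above the screen-wide mean plus 3 SD, cut at about 13% in these data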;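 further: signal is the Cy5 over europium emission ratio at 671 and 618 nm; 0% = plate median of compound wells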
TCR CD3 inh – inhibitors of human TCR-CD3 interaction, primary screen, biochemical, fluorescence, TAMRA-labeled TCR probe; AID 651800, 2012; hit rate 0.37% among 360,000; inhibition, % at 9.4 µM; in the data active means inhibition above about 19%;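 further: recombinant mutant TCR 2C K166C tagged with TAMRA read by polarization; 0% = receptor in buffer alone and 100% = receptor with positive control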
The depositor's hits bear a star; . = no result given. The list is partial, so the mix of outcomes need not match the whole.

compound	SIAE inh	UHRF1 binding	TDP2 absorb	HTRA1 inh	DDE Tn7 FP inh	PG9 Ab binder	ABHD4 inh	PRMT1 FP inh	LEDGF integ inh	TCR CD3 inh
COCc1cc(OC(=O)N(C)C)nc(-c2ccc(C)c(Cl)c2)n1	-8	8	4	-9	-1	-1.1	1	0	-3	-5
Cn1c(=O)c2nncnc2n(C)c1=O	2	-3	-4	-1	4	-0.4	5	-3	2	9
COC(=O)[C@@]1(Sc2ccc(C)cc2)CC(=O)N(P(=O)(OC)OC)[C@@H]1c1ccccc1	2	0	-4	.	4	1.1	11	9	-4	2
Cn1c(O)c(/C=N/c2ccccn2)c(=O)n(C)c1=O	0	-3	6	1	-4	-0.2	-6	20	1	3
COC(=O)c1ccccc1OP1(=O)COc2ccccc2OC1	-6	-2	0	7	-1	1.1	4	2	1	-2
CC(C)(C)C(=O)OCC12CCC(O1)C1(C)C(=O)OCC21 (stereo unspecified)	1	1	9	5	-1	2.7	12	3	-3	-3
CN(C)C(=O)CSc1nnc([C@@H](N)Cc2ccccc2)o1	2	0	10	0	3	-0.3	4	5	-5	3
COc1ccc(CN2Cc3cnnn3-c3ccccc3C2C#N)cc1 (stereo unspecified)	4	0	6	2	-3	-0.6	1	4	1	-2
Cc1ccc(S(=O)(=O)N(C)C/N=C(\N)N[N+](=O)[O-])cc1	0	-2	0	.	1	1.7	0	-1	-4	9
CC1=CC2OC3CC4OC(=O)C=CC=CC(=O)OCCC(C)C(O)C(=O)OCC2(CC1)C4(C)C31CO1 (stereo unspecified)	-1	2	9	1	3	0.1	1	4	-4	-9

Remaining list, next part.
compound	SIAE inh	UHRF1 binding	TDP2 absorb	HTRA1 inh	DDE Tn7 FP inh	PG9 Ab binder	ABHD4 inh	PRMT1 FP inh	LEDGF integ inh	TCR CD3 inh
O=C(NC(=S)N1C[C@H]2C[C@H](C1)c1cccc(=O)n1C2)c1ccc(F)cc1	1	0	2	-2	7	2.0	3	2	0	-1
COc1ccc(C(=O)Cn2c(NCCCl)nc3ccccc32)cc1	2	0	7	-3	1	-0.5	-1	3	3	2
CN(C)C1CCc2[nH]c3c(F)cc(F)cc3c2C1 (stereo unspecified)	5	-2	5	6	-12	-1.4	7	-4	1	3
COC(=O)C1=C(c2ccc(OC)c(OC)c2)C[C@@H]2CC[C@H]1N2C(=O)N1CCc2cc(OC)c(OC)cc2C1	10	-1	7	-2	-3	-0.6	2	2	0	4
O=c1[nH]c(=S)n(CCC2=CCCCC2)c(O)c1C=NCc1cccnc1	-1	-1	16	4	-1	-1.1	-2	-3	1	5
Cc1c(P(=S)(c2ccccc2)c2ccccc2)c2ccccc2n1C	-1	9	2	.	0	.	1	6	-4	.
c1ccc(C2CC3CC(c4ccco4)N2O3)cc1 (stereo unspecified)	-5	2	-3	-5	7	0.1	-2	10	2	-9
O=C(COC(=O)c1ccc(O)cc1)Nc1ccc(Cl)cc1C(=O)c1ccccc1	-20	7	-7	-68	-10	-1.9	-48	2	0	7
CCOC(=O)CCN=Cc1c(O)n(-c2ccc(Br)cc2)c(=O)[nH]c1=O	-5	-2	6	1	3	1.4	4	-2	-1	-5
O=C(CF)NC(NC(=S)Nc1ccccc1O)C(Cl)(Cl)Cl (stereo unspecified)	6	-4	2	-5	-2	-3.7	7	3	1	-3

More structures
compound	SIAE inh	UHRF1 binding	TDP2 absorb	HTRA1 inh	DDE Tn7 FP inh	PG9 Ab binder	ABHD4 inh	PRMT1 FP inh	LEDGF integ inh	TCR CD3 inh
CN(C(=O)CN1CC=C(c2ccccc2)CC1)c1c(N)n(Cc2ccccc2)c(=O)[nH]c1=O	-2	-3	-12	5	4	0.0	5	-1	-4	1
CCOCC(=O)NC1CCSC1=O (stereo unspecified)	-3	3	-5	2	4	1.7	-5	0	-4	-3
CCn1cc(C(=O)NCc2ccccc2)c2ccccc21	-2	-1	-10	-2	-2	-1.0	-6	-4	3	5
Cc1cc(CN(C)C)c(OC(=O)N(C)C)cc1C	2	2	-11	-1	-1	0.6	-1	1	-4	-2
CCCCC(=O)N/N=C/c1c(O)n(CCc2ccc(OC)c(OC)c2)c(=O)[nH]c1=O	2	2	3	3	3	-2.2	6	-1	0	-3
c1ccc(-c2nc(N3CCOCC3)s[n+]2-c2ccccc2)cc1	6	0	-5	4	-2	2.8	-2	0	-1	0
O=C(COc1ccccc1)N1CCN(C/C=C/c2ccccc2)CC1	2	-3	-9	-4	7	-1.7	1	-3	-4	3
COc1ccccc1OCC(=O)N1CCCC(N(C)Cc2ccccc2)C1 (stereo unspecified)	4	2	2	-2	-1	-0.2	3	1	-2	-2
CO[C@H]1C=CCCC=CC(=O)O[C@H]([C@H](C)C(=O)CCCC2CC(=O)NC(=O)C2)C(C)=C[C@@H](C)[C@@H]1O	-7	-1	2	.	-8	0.0	2	-2	1	0
CC(C)C[C@H]1N=C(c2ccccc2)c2ccccc2N(CC(=O)NC(C)(C)C)C1=O	3	-4	7	.	2	.	8	-2	-4	.

Following part
compound	SIAE inh	UHRF1 binding	TDP2 absorb	HTRA1 inh	DDE Tn7 FP inh	PG9 Ab binder	ABHD4 inh	PRMT1 FP inh	LEDGF integ inh	TCR CD3 inh
CCCCCc1cc(O)c2c3c(c(=O)oc2c1)CN(C)CC3	3	-1	7	-1	0	0.3	4	-2	-1	3
O=C(Cc1ccccc1)Oc1cccc(-n2cnnn2)c1	5	-2	6	0	5	-0.4	7	2	-6	2
CN(C)CCOC(=O)c1cn(Cc2ccccc2)c2ccccc12	1	1	-6	-5	-2	-1.3	3	0	2	8
CC(=O)Nc1ccc([As](=O)(O)c2ccc([N+](=O)[O-])cc2)cc1	5	1	11	-1	-6	-1.4	-4	-1	0	-2
CCOc1ccc(-n2c(O)c(C=Nc3ccc(N(CC)CC)cc3)c(=O)[nH]c2=O)cc1	7	-9	13	3	1	-2.2	14	3	2	-1
O=S(=O)(c1ccccc1)N1CC1c1ccccc1 (stereo unspecified)	-3	-2	-6	-3	2	-1.4	-2	1	-2	7
OC(c1cccc(Cl)c1)(c1cccc(Cl)c1)C1CN2CCC1CC2 (stereo unspecified)	1	1	1	-1	6	-0.5	7	1	-4	-4
Cc1c(C(c2ccc(Cl)cc2Cl)c2c(O)c3ccccc3oc2=O)c(=O)n(-c2ccccc2)n1C (stereo unspecified)	0	1	3	-1	0	1.7	-126	-3	1	6
COc1ccc(CCNC(=O)c2c(N)n(CCN3CCOCC3)c3nc4ccccc4nc23)cc1	-10	-4	4	-3	3	1.7	-1	0	1	-5
CNC(=S)N/N=C1\C2CN3CCN(C2)CC1(c1ccccc1)C3	5	1	0	3	3	-1.0	0	-3	-1	4
CCCCn1nnnc1C(CC)N1CCC2(CC1)C(=O)NCN2c1ccccc1 (stereo unspecified)	-1	0	5	.	-2	-1.4	1	2	-4	5

By substructure: the compounds so far containing a carbonyl joined to an NH by a bond outside any ring (nine)
compound	SIAE inh	UHRF1 binding	TDP2 absorb	HTRA1 inh	DDE Tn7 FP inh	PG9 Ab binder	ABHD4 inh	PRMT1 FP inh	LEDGF integ inh	TCR CD3 inh
O=C(NC(=S)N1C[C@H]2C[C@H](C1)c1cccc(=O)n1C2)c1ccc(F)cc1	1	0	2	-2	7	2.0	3	2	0	-1
O=C(COC(=O)c1ccc(O)cc1)Nc1ccc(Cl)cc1C(=O)c1ccccc1	-20	7	-7	-68	-10	-1.9	-48	2	0	7
O=C(CF)NC(NC(=S)Nc1ccccc1O)C(Cl)(Cl)Cl (stereo unspecified)	6	-4	2	-5	-2	-3.7	7	3	1	-3
CCOCC(=O)NC1CCSC1=O (stereo unspecified)	-3	3	-5	2	4	1.7	-5	0	-4	-3
CCn1cc(C(=O)NCc2ccccc2)c2ccccc21	-2	-1	-10	-2	-2	-1.0	-6	-4	3	5
CCCCC(=O)N/N=C/c1c(O)n(CCc2ccc(OC)c(OC)c2)c(=O)[nH]c1=O	2	2	3	3	3	-2.2	6	-1	0	-3
CC(C)C[C@H]1N=C(c2ccccc2)c2ccccc2N(CC(=O)NC(C)(C)C)C1=O	3	-4	7	.	2	.	8	-2	-4	.
CC(=O)Nc1ccc([As](=O)(O)c2ccc([N+](=O)[O-])cc2)cc1	5	1	11	-1	-6	-1.4	-4	-1	0	-2
COc1ccc(CCNC(=O)c2c(N)n(CCN3CCOCC3)c3nc4ccccc4nc23)cc1	-10	-4	4	-3	3	1.7	-1	0	1	-5
